Bioassay records from PubChem.
CAL PDZ FP-1 – inhibitors of human CAL PDZ peptide binding. Q9HD26. purified CAL PDZ, TMR-peptide fluorescence polarization, 1 h. inhibition, % at 20 µM. 330,000 tested, 0.02% active. AID 504414;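 active means highest replicate inhibition of at least 40%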;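 further: plate controls were DMSO neutral control wells for no effect and unlabeled competitor peptide control wells for full effect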
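System: purified tagged CAL PDZ domain construct (CerCALP). Schedule: 1 h incubation at room temperature before polarization reading. Medium: 25 mM sodium phosphate pH 7.4, 150 mM NaCl, TCEP, IgG, Thesit. Read-out: percent inhibition from loss of millipolarization. Measured by: FP readout, S and P plane fluorescence. Probe or stimulus: fluorescent TMR peptide probe.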
C-LANA FP – blocks KSHV LANA C-terminal domain binding to DNA | inhibition, % at 9 µM | MBP-C-LANA/FAM-LBS DNA binding, fluorescence polarization | 340,000 tested, 0.078% active;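 active means highest replicate inhibition at or above 60% at 9 µM, even if other replicates fall short; inactive means all replicates below 60% inhibition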;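 further: 0% = neutral control wells and 100% = 4 µM acridine orange control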
Keap1-Nrf2 PPI – inhibitors of human Keap1-Nrf2 protein-protein interaction; Q14145; Keap1 Kelch-Nrf2 peptide fluorescence polarization, 1536-well; inhibition, % at 9.4 µM; 340,000 tested, 0.15% active; AID 504523; in the data active means inhibition above about 12%;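 further: human Keap1 Kelch domain with fluorescein labeled Nrf2 9mer peptide probe; 0% = neutral control wells and 100% = peptide positive control; higher means more block of Keap1 binding to Nrf2 peptide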
Arr AP2 block – blocks beta-arrestin peptide binding to AP2 adaptin | inhibition, % at 10 µM | AID 504490 | 340,000 tested, 0.31% active | FITC-arrestin peptide / GST-AP2 beads, flow cytometry; AP2 beta2 appendage carries R879A mutation;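 active means inhibition above a set limit, near 3 SD of compounds lacking own fluorescence, cut at about 54% in these data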;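 further: plate controls were DMSO wells for no effect and 5 µM unlabelled arrestin peptide for full effect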
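System: GST-AP2 R879A glutathione beads. Medium: PBS with 0.05% Tween 20 and 0.1% BSA. Also added: FITC-arrestin peptide, 50 nM. Incubation: 12 min plus 1 h, RT. Measured by: high-throughput flow cytometry of beads, ex 488, em 535 nm. Evaluation: percent drop in bead-associated FITC signal.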
NSD2 inh – blocks human histone methyltransferase NSD2; 310,000 tested, 0.54% active; O96028; inhibition, % at 12.5 µM; NSD2 peptide methylation, AlphaScreen, 120 min; in the data active means inhibition above about 50%
DSG3 Ab inh – blocks pemphigus antibody binding to human desmoglein-3; DSG3-coupled beads, scFv-anti-DSG3-GFP binding, flow cytometry; hits give low values; binding (percent of control), % at 10 µM; 310,000 tested, 0.48% active;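 active means binding more than 3 SD below its plate's average and above zero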;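 further: hits lower antibody fragment binding to DSG3; some compounds called inactive have numbers as strong as hits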
CAL PDZ FP-2 – CAL PDZ (human) peptide binding inhibition; Q9HD26; purified CAL PDZ, TMR-peptide fluorescence polarization, 1 h; inhibition, % at 24.9 µM; 300,000 tested, 0.92% active; AID 602252;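 active means mean inhibition of at least 30% with at least half of replicates also reaching 30%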;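 further: 0% = DMSO neutral control and 100% = excess unlabeled competitor peptide PRC23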
V-ATPase pHluor – yeast V-ATPase proton transport regulation by pHLuorin. S. cerevisiae, pHLuorin cytosolic pH fluorescence. response, % at 10 µM. 350,000 tested, 0.37% active. AID 504577; in the data active means response mostly above about 7.3%, no sharp cut-off; inactive means mostly below about 5.4%; further: actives read high; inactives centre near 0; some compounds called inactive have numbers as strong as hits; reference of the scale not given here
Cardiac RTF inh – cardiac RTF calcium desensitization | IANBD-labeled cardiac RTF, Ca2+ fluorescence | inhibition, % at 7.15 µM | 340,000 tested, 0.12% active;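 active means inhibition above the mean inhibition of all tested compounds plus 3 SD, cut at about 17% in these data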;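 further: assay run at fixed EC70 calcium of 1.6 mM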
DAGLB inhibitor – diacylglycerol lipase beta (human) inhibition | HEK293T DAGLB membrane lysate, EnzChek fluorogenic substrate | inhibition, % at 5.17 µM | 340,000 tested, 0.059% active; in the data active means inhibition above about 34%;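 further: 0% = enzyme with vehicle and 100% = wells lacking enzyme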
Target sequence (Q8NCG7 whole entry, looked up): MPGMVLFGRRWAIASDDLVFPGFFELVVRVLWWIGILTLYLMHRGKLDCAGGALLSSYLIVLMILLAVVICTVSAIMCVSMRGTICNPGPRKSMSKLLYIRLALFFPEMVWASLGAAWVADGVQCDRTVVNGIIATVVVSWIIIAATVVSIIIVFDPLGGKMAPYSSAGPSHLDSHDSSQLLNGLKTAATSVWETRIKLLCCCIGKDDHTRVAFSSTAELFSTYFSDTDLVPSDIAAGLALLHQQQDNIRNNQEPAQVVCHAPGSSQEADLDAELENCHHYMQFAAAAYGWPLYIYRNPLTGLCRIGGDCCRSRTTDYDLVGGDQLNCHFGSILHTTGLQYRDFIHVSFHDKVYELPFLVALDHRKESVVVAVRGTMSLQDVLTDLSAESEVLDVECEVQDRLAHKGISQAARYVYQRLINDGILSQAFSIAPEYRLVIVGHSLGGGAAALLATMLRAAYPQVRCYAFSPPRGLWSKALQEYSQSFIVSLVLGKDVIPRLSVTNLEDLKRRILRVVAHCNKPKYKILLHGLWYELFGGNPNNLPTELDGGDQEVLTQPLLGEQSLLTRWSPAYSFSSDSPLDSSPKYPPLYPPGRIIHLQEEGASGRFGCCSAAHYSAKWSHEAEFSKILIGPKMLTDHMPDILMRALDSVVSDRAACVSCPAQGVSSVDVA
Active calls of the source: *; nt = no result given.

structure	Cardiac RTF inh	Keap1-Nrf2 PPI	CAL PDZ FP-1	DAGLB inhibitor	C-LANA FP	Arr AP2 block	DSG3 Ab inh	V-ATPase pHluor	NSD2 inh	CAL PDZ FP-2
Cc1nc2c(o1)CCc1ccccc1C2O (configuration not stated)	2	-6	nt	-3	-1.3	-3	102	6	3	-4
O=C(CSCc1ccccc1Br)Nc1ccccc1	2	0	-2.0	-6	-0.8	-9	104	1	-6	-1
CCCc1nnc(SCC(=O)N2CCCCC2)n1CC1CCCO1 (configuration not stated)	-6	-6	-1.2	1	2.7	4	nt	-2	3	0
C=C(C)CNC(=S)Nc1ccc(S(=O)(=O)Nc2cnc3ccccc3n2)cc1	-15	-4	-3.5	3	-0.6	-1	93	-2	-1	-4
CCCCN1CCC(=O)NC1=O	-2	-1	-1.1	-2	0.7	9	nt	-5	-2	-2
NC(=O)c1ccc(NC(=O)COc2coc(CN3CCc4ccccc4C3)cc2=O)cc1	10	-1	-1.5	-1	-1.0	-11	110	-35	0	-1
COc1ccc(CS(=O)(=O)/C(Cl)=C(/Cl)C(=O)Nc2ccc(OC)nc2)cc1	-5	-28	-1.8	13	-1.8	2	105	-3	nt	-1
CCOc1ccc(Nc2oc(-c3ccco3)nc2C#N)cc1	5	0	-1.3	2	1.7	12	104	-4	0	-1
CCOC(=O)c1ccc(S(=O)(=O)NNC(=O)COc2ccc(C)cc2)cc1	-22	-2	-2.4	-1	-2.0	-2	95	0	4	-2
O=C(/C=C/c1ccco1)Nc1ccc2nn(-c3ccccc3)nc2c1	-10	-2	-1.0	2	-1.8	11	112	2	-1	nt
CC(=O)Nc1ccc2c(c1)nc(CCN1CCN(C)CC1)n2C	-8	-1	-0.2	2	0.4	16	93	5	9	-4
S=c1[nH]nc(-c2cccnc2)n1/N=C/c1ccco1	-3	2	-0.9	-6	1.6	15	91	0	0	-2

(listing goes on)
structure	Cardiac RTF inh	Keap1-Nrf2 PPI	CAL PDZ FP-1	DAGLB inhibitor	C-LANA FP	Arr AP2 block	DSG3 Ab inh	V-ATPase pHluor	NSD2 inh	CAL PDZ FP-2
CCN1CCN(c2ccc([N+](=O)[O-])c(Sc3nc4ccccc4[nH]3)c2)CC1	-7	-5	-1.1	-2	-4.1	24	97	-3	16	3
NS(=O)(=O)c1ccc(N=Cc2c(O)n(-c3nccs3)c(=O)c3ccccc23)cc1	-2	-6	-2.3	3	-0.5	22	86	-2	nt	-6
C=CCn1c(=S)[nH]c2cc(C(=O)N3CCN(c4ccccc4OC)CC3)ccc2c1=O	6	0	-0.8	2	-0.1	-10	93	2	2	-5
Cn1c(=O)n(C)c2cc([N+](=O)[O-])c(N3CCN(C(=O)c4cccc(Cl)c4)CC3)cc21	-6	0	1.2	11	1.1	1	106	4	5	0
CCCc1cc(=O)oc2c(C)c(OC3CCCCC3=O)ccc12 (configuration not stated)	2	-1	-1.5	-2	-0.6	-5	92	1	nt	4
COc1ccc(C(=O)[C@H]2[C@H]3C(=O)N(c4ccc(OC(C)=O)cc4)C(=O)[C@H]3C3C=CC=NN32)cc1 (some centres not stated)	-1	1	-0.5	1	-2.0	21	107	-6	1	-7
O=C(Nc1ccccc1C(F)(F)F)N1CCN(c2ccc3nnc(-c4ccc(F)cc4)n3n2)CC1	0	0	-3.3	0	-1.6	-2	101	-3	1	nt
O=S(=O)(NC1CCCCC1Oc1ccccc1)c1ccc(Cl)cc1 (configuration not stated)	-4	0	-1.8	-8	-0.9	26	79	-1	-4	1
CN(C(=O)c1ccc(NC(=O)Cc2cccc(NC(=O)C3CCN(C(=O)C4CC4)CC3)c2)cc1)C1CCCC1	-11	3	-1.3	2	-3.1	-2	104	2	nt	-3
CCOC(=O)c1c(NC(=O)CN2C(=O)c3ccccc3C2=O)sc(Cc2ccc3c(c2)OCO3)c1C	-6	-1	0.0	1	1.4	0	102	2	nt	nt
Cc1ccc(C(=O)NNC(=O)c2ccc(SCC3CCCO3)c([N+](=O)[O-])c2)cc1 (configuration not stated)	-12	-1	-0.4	-2	1.7	-9	105	-2	0	0
CC1CCCN(C(=O)c2ccc3nc[nH]c3c2)C1 (configuration not stated)	-6	-3	-0.4	-2	2.1	-4	nt	0	nt	0

The list continues.
structure	Cardiac RTF inh	Keap1-Nrf2 PPI	CAL PDZ FP-1	DAGLB inhibitor	C-LANA FP	Arr AP2 block	DSG3 Ab inh	V-ATPase pHluor	NSD2 inh	CAL PDZ FP-2
O=c1[nH]ncc2c3ccccc3n(Cc3ccc(F)cc3)c12	2	-2	-1.0	0	-0.3	8	99	2	-2	-4
Fc1c(F)c(C(F)(F)F)c(F)c(F)c1N/N=C\c1cccs1	0	-4	-1.4	-9	-1.2	4	87	1	3	-1
Cc1cnc(NC(=O)CSC(=S)N2CCOCC2)s1	-6	-4	-0.5	1	2.0	3	93	0	0	-1
NS(=O)(=O)c1cc(C(=O)N=Nc2c(O)[nH]c3ccccc23)ccc1Cl	-2	-3	1.3	5	-6.7	1	97	2	0	4
COc1cc(C(=O)Nc2c(C(=O)O)[nH]c3ccc(Br)cc23)cc(OC)c1OC	-9	-3	0.4	8	1.8	7	98	-2	2	-2
O=[N+]([O-])c1ccc2c(c1)ncn2-c1ccccc1	-2	1	-0.9	1	-1.3	6	108	2	-1	-6
Cc1cc(-c2ccc(C)c(S(=O)(=O)NC(C)Cc3ccco3)c2)on1 (configuration not stated)	-5	2	-3.5	-2	0.9	4	nt	3	4	1
CC(C)(C)NS(=O)(=O)c1ccc(CCC(=O)O)cc1	-8	3	nt	0	-1.0	2	96	3	-2	-1
O=c1[nH]c(=S)[nH]c(O)c1/C=C1\C=Nc2ccccc21	3	-1	0.9	3	4.3	1	96	0	0	nt
O=C(Cn1nnc(-c2ccccc2F)n1)NCc1ccco1	2	-2	-0.7	-1	-1.6	2	103	1	2	-6
COc1cc(/C=N/NC(=O)COc2ccc(C)cc2)ccc1OC(=O)c1cccs1	1	3	-0.7	0	-2.1	0	115	-2	-2	-2
COCCCOc1ccnc(CS(=O)c2nc3ccccc3[nH]2)c1C (configuration not stated)	16	-12	0.5	5	0.2	-4	106	0	nt	-1

Overlap with the part before: two compounds, followed by the next part.
structure	Cardiac RTF inh	Keap1-Nrf2 PPI	CAL PDZ FP-1	DAGLB inhibitor	C-LANA FP	Arr AP2 block	DSG3 Ab inh	V-ATPase pHluor	NSD2 inh	CAL PDZ FP-2
COc1cc(/C=N/NC(=O)COc2ccc(C)cc2)ccc1OC(=O)c1cccs1	1	3	-0.7	0	-2.1	0	115	-2	-2	-2
COCCCOc1ccnc(CS(=O)c2nc3ccccc3[nH]2)c1C (configuration not stated)	16	-12	0.5	5	0.2	-4	106	0	nt	-1
COc1ccc(-c2c3c(=O)n(C)c(=O)n(C)c3cn2Cc2cccnc2)cc1	3	-3	-0.2	4	0.4	1	116	-2	-1	-3
COc1ccccc1OCc1ccc(C(=O)OCC2CCCO2)o1 (configuration not stated)	-24	0	0.4	-7	-0.8	35	104	-6	-2	-4
O=C(CN1CCN(Cc2ccccc2)CC1)Nc1cccc(Br)c1	-1	2	-1.0	-3	-0.5	7	nt	-4	0	6
Cc1ccc(S(=O)(=O)N(C)C)cc1NC(=O)C(C)OC(=O)C1CCCC1 (configuration not stated)	-11	-4	-2.1	0	-0.2	-13	96	-3	0	-9
CCN(C(=O)COC(=O)COc1ccccc1Cl)c1c(N)n(Cc2ccccc2)c(=O)[nH]c1=O	-9	-1	-1.0	-3	-1.1	-13	nt	-1	-5	-3
Cc1ccc(C)c(N2CCN(C(=O)c3cc(S(=O)(=O)N4CCCC4)cn3C)CC2)c1	0	-7	-0.6	2	-0.9	7	102	-1	nt	-1
Cc1ccccc1NC(=O)C1Cc2ccccc2CN1C(=O)c1ccco1 (configuration not stated)	-25	-4	0.7	2	-0.6	7	107	-2	3	-3
CCOC(=O)N1CCN(C(=O)c2ccc(C#CC3(O)CCCCC3)cc2)CC1	-3	4	nt	4	2.4	-2	105	1	-5	-1
CCC(C)c1ccccc1N1CC(C(=O)NCCC2=CCCCC2)CC1=O (configuration not stated)	-18	1	-0.4	-6	-0.7	2	104	-4	-1	-6
O=C(CSc1nnc(CNC(=O)c2c(F)cccc2Cl)o1)Nc1ccccc1	3	-2	-1.9	1	-0.2	15	101	-1	-2	-5
CCN(C[C@H]1N[C@@](C)(C(=O)OC)[C@H]2C(=O)N(Cc3ccccc3)C(=O)[C@@H]12)S(=O)(=O)c1ccc(C(C)(C)C)cc1	-7	-4	-0.1	-1	-1.6	-6	94	1	nt	-2
CCOC(=O)C1(C)NC(c2cc(OC)c(OC)c(OC)c2)C2C(=O)N(CC)C(=O)C21 (configuration not stated)	5	-6	-1.0	-2	-1.5	7	110	0	-3	67*

Given with two lines to a compound: five of the compounds above.
Each structure is followed by: Cardiac RTF inh	Keap1-Nrf2 PPI	CAL PDZ FP-1	DAGLB inhibitor	C-LANA FP	Arr AP2 block	DSG3 Ab inh	V-ATPase pHluor	NSD2 inh	CAL PDZ FP-2
Cc1ccc(C)c(N2CCN(C(=O)c3cc(S(=O)(=O)N4CCCC4)cn3C)CC2)c1
 : 0	-7	-0.6	2	-0.9	7	102	-1	nt	-1
Cc1ccccc1NC(=O)C1Cc2ccccc2CN1C(=O)c1ccco1 (configuration not stated)
 : -25	-4	0.7	2	-0.6	7	107	-2	3	-3
CCOC(=O)N1CCN(C(=O)c2ccc(C#CC3(O)CCCCC3)cc2)CC1
 : -3	4	nt	4	2.4	-2	105	1	-5	-1
CCC(C)c1ccccc1N1CC(C(=O)NCCC2=CCCCC2)CC1=O (configuration not stated)
 : -18	1	-0.4	-6	-0.7	2	104	-4	-1	-6
O=C(CSc1nnc(CNC(=O)c2c(F)cccc2Cl)o1)Nc1ccccc1
 : 3	-2	-1.9	1	-0.2	15	101	-1	-2	-5

The list goes on.
structure	Cardiac RTF inh	Keap1-Nrf2 PPI	CAL PDZ FP-1	DAGLB inhibitor	C-LANA FP	Arr AP2 block	DSG3 Ab inh	V-ATPase pHluor	NSD2 inh	CAL PDZ FP-2
CCOC(=O)C1(CC2CC2)CCN(Cc2ccc3cccc(F)c3n2)CC1	0	-4	-0.9	-3	-1.6	3	109	0	1	-4
CCOC(=O)c1cccc(NC(=O)/C=C/c2ccc3c(c2)OCO3)c1	5	1	-4.0	-2	0.2	18	105	3	-2	-5
O=C(c1ccc(Cl)s1)N1CCc2ccccc21	2	-1	-3.1	-5	0.0	-6	95	-1	-6	nt
Cc1ccc2c(c1)N(CC(=O)N1CCCCCC1)C(=O)CO2	-4	-1	-2.5	-2	0.1	4	107	9	0	-4
Cc1cc(C)c(NC(=O)c2cn3c4c(c(N5CCN(C)CC5)c(F)cc4c2=O)OCC3C)c(C)c1 (configuration not stated)	0	-4	-1.0	2	0.9	-8	115	-1	47	6

These rows are one share of the data; count on the stated rates, not on these rows.
